Screens deposited in PubChem by National Center for Advancing Translational Sciences (NCATS).
D2 agonist: agonists of human D2 dopamine receptor; 340,000 tested, 0.53% active; activation, % at 2 µM; P14416; HEK293 T-REx D2 cells, calcium flux agonist mode;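 active means activation over 3 SD above normal in the single-dose calcium agonist read, cut at about 30% in these data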; further: 0% is about no effect
Target sequence (P14416 whole entry, looked up): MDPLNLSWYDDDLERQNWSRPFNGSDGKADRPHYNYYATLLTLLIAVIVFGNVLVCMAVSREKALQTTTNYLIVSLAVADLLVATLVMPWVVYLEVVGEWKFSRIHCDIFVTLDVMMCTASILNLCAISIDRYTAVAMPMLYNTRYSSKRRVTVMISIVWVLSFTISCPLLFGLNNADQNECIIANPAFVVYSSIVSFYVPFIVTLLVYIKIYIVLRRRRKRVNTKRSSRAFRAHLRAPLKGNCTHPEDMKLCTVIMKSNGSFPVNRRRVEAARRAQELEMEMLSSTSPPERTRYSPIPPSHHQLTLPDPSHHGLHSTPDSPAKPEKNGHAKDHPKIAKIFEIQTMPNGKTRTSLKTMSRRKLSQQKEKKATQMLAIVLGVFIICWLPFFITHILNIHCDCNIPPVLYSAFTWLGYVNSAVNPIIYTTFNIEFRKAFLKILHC
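Agonism is scored from calcium flux in a force-coupled, inducible HEK293 cell line expressing D2, read kinetically for 180 s after compound addition against dopamine controls.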
rTrxR1 inhibitor: rat TrxR1 inhibition; Potency, µM (doses to about 114 µM), without a hit: top-dose activity change, negative = inhibition, most hits filed as inhibitors; 390,000 tested, 1% active; recombinant rTrxR1, NADPH fluorescence consumption, selenite substrate; further: potency means the concentration at half of the fitted maximal effect; on the % scale 0 is the no-effect control and ±100 the full control effect; nearly all actives have a fitted effect of over 65% in size
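Rat TrxR1 (90 nM in the dispensed reagent) was pre-reduced with 400 uM NADPH for 5 min at room temperature, then incubated with compound for 15 min. After 400 uM selenite was added, NADPH fluorescence (Ex 340/Em 450 nm) was followed for 8 min.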
D2 antag: antagonists of human D2 dopamine receptor; AID 485344; P14416; HEK293 TREx D2 cells, calcium flux, dopamine EC80; 340,000 tested, 2% active; inhibition, % at 10 µM; in the data active means inhibition above about 30%; further: 0% is about no effect
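In this primary screen, negative modulation is detected by tracking calcium flux after an EC80 dopamine challenge in inducible HEK293 T-REx D2 cells preexposed to test compound for 180 s.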
USP1-UAF1 inh: inhibitors of human USP1/UAF1 deubiquitinase; AID 743255; 390,000 tested, 0.23% active; Potency, µM (titrated, usually from 57.1 µM), for inactives: at the top dose activity change, negative = inhibition, most hits filed as inhibitors; recombinant USP1/UAF1, Ub-Rhodamine cleavage fluorescence; O94782; further: potency means the concentration at half of the fitted maximal effect; on the % scale 0 is the no-effect control and ±100 the full control effect; nearly all actives have a fitted effect of over 60% in size; inactives centre near -12
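High-throughput fluorogenic screen: 1nM USP1/UAF1 complex, Ub-Rho substrate 150nM final, 50mM HEPES pH 7.8 with 0.5mM EDTA, 0.1 mg/ml BSA, 1mM TCEP and 0.01% Tween-20.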
TRHR enhancer: allosteric enhancers of human TRH receptor | enhancement, % at 2 µM | 360,000 tested, 0.66% active | P34981 | AID 493056 | TRHR cells, fluo-8 calcium fluorescence, EC20 TRH enhancement; in the data active means enhancement above about 30%; further: 0% is about no effect
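TRHR-expressing cells loaded with fluo-8 calcium dye were read kinetically (ex 480/em 530) during compound addition, then stimulated with an EC20 of TRH (10 nM final). Enhancement of the Gq-mediated intracellular calcium response was scored.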
IDH1 R132H inh: human IDH1 R132H inhibition; IDH1-R132H enzyme, NADPH consumption, diaphorase/resazurin fluorescence; 390,000 tested, 0.093% active; Potency, µM (titrated, usually from 76.6 µM), inactives show top-dose activity change, negative = inhibition, hits mostly inhibitors; O75874; further: potency means the concentration at half of the fitted maximal effect; on the % scale 0 is the no-effect control and ±100 the full control effect; nearly all actives have a fitted effect of over 65% in size
Target sequence (O75874 whole entry R132H, stated change not applied): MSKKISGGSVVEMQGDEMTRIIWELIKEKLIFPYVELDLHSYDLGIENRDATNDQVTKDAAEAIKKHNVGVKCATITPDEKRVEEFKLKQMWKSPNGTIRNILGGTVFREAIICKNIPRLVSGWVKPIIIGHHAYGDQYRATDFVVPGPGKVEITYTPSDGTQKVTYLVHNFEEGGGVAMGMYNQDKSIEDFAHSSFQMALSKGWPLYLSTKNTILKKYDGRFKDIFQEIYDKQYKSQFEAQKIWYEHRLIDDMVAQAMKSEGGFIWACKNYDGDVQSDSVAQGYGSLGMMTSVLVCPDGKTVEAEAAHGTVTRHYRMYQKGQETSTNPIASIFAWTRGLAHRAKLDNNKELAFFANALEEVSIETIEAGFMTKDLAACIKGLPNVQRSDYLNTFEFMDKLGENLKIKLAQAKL
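IDH1-R132H (0.5 ug/mL dispensed) in pH 7.5 Tris buffer was preincubated 30 min with compound, then given a substrate mix of 0.016 mM NADPH and 2 mM alpha-KG for 80 min at room temperature; remaining NADPH was read by diaphorase/resazurin fluorescence.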
Pin1 inhibitor: inhibitors of human Pin1; Q13526; Pin1 FP peptide displacement, HiFluor488, 10 min; Potency, µM (doses to about 115 µM), for the others: top-dose activity, negative = inhibition, hits mostly inhibitors; 390,000 tested, 0.009% active; AID 504891; active means well fitted inhibition curve with a large enough effect in the polarisation, with a control signal flat, not every such curve was filed as active; inconclusive means small, poorly fitted or top-dose-only effect, or effect the other way, or a change in a side signal; inactive means no such curve, though single readings can be large or run the other way; the % refers to the polarisation; further: potency means the concentration at half of the fitted maximal effect; on the % scale 0 is the no-effect control and ±100 the full control effect
Target sequence (Q13526 whole entry, looked up): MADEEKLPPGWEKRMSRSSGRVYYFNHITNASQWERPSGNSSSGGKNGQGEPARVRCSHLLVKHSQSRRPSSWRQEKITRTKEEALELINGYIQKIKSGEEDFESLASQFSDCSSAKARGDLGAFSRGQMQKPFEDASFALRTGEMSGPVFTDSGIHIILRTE
TrxR1 substrate: is turned over as a substrate by rat TrxR1. O89049. purified TrxR1 substrate turnover, NADPH consumption readout. Potency, µM (series often up to 114 µM), inactives show top-dose activity change, negative = substrate turnover. 390,000 tested, 0.01% active. AID 588456; further: potency means the concentration at half of the fitted maximal effect; on the % scale 0 is the no-effect control and ±100 the full control effect; nearly all actives have a fitted effect of over 50% in size
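Rat TrxR1, dispensed at 90 nM, was prereduced with 400 uM NADPH (final) for 5 min at ~22 deg C, then incubated with compound 15 min before 400 uM selenite. A first-read NADPH fluorescence drop versus no-compound background flagged substrates.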
TRHR ag: agonists of human TRH receptor; P34981; TRHR cells, calcium flux fluo-8, FDSS agonist mode; activation, % at 2 µM; 360,000 tested, 0.18% active; AID 493084; in the data active means activation above about 30%; further: 0% is about no effect
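Read-out: compound-evoked intracellular calcium rise in TRHR cells, fluo-8 dye, kinetic FDSS fluorescence at 1 s/cycle following a 10-cycle baseline. Cells cultured overnight before dye loading (30 min–1.5 h, RT).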
Numbers without * were called inactive; ? = inconclusive; · = not tested or not shown; [ ] = dose if it differs, or a comment. Unless noted, the call rests on the fitted dose curve; in most records, active means well fitted inhibition curve with a large enough effect; inconclusive means small, poorly fitted or top-dose-only effect; inactive means no such curve, though single readings can be large or run the other way. An excerpt (hit frequency here may not be typical).

SMILES	D2 agonist	rTrxR1 inhibitor	D2 antag	USP1-UAF1 inh	TRHR enhancer	IDH1 R132H inh	Pin1 inhibitor	TrxR1 substrate	TRHR ag
Cc1cnc(C(=O)Nc2ccc(F)c(F)c2)cn1	2.2	-6%	13	-7%	5	5%	2%	-10%	0.6
Clc1nc(-c2cccnc2)nc2scc(-c3ccccc3)c12	0.2	-17%	1	-8%	5	3%	13%	-8%	-0.4
CCOC(=O)C1CCN(C(=O)/C=C/c2cccs2)CC1	2.1	-20%	-9	-11%	0	-7%	-20%	-13%	0.0
Brc1ccc2nc3c(n2c1)CCCC3	·	0%	·	-23%	3	0%	1%	1%	0.2
CCn1c(SCC(=O)N(C)Cc2ccc(OC)c(F)c2)nc2cc(S(N)(=O)=O)ccc21	-0.9	9%[57.1 µM]	-25	3%	1	3%	0%	-11%	0.1
CC(=O)c1ccc(OCCn2cnc3ccccc32)cc1	1.4	2%	-11	-12%	2	-1%	24%	-4%	0.3
COC(=O)c1[nH]c(C)c(/C(O)=C2\C(=O)C(=O)N(CCN(C)C)C2c2cccc(OC)c2OC)c1C (stereo not drawn)	-0.3	-25%	-6	-14%	-2	0%	-6%	-8%	0.1
CCOc1cccc(NC(=O)/C(C#N)=C/c2cccnc2)c1	-0.5	-30%	0	-18%	-5	2%	8%	0%	-0.1
O=C(NC(=S)N1CCCCC1CO)c1cc(Br)ccc1Cl (stereo not drawn)	-0.4	2%	-4	-22%	4	-5%	-9%	2%	-0.1
COCCNC(=O)Cn1cc(/C=C(\C#N)C(=O)NC2CCCC2)c2ccccc21	0.8	-8%	-2	-11%	-17	0%	5%	20%	-0.4
O=C(c1cc2ccccc2o1)N1CCN(S(=O)(=O)c2c(F)cccc2F)CC1	-0.4	31%	-9	-18%	-4	20%	7%	3%	-0.1
CCC1COCCS(=O)(=O)N1Cc1ccccc1 (stereo not drawn)	·	21%[57.1 µM]	·	-7%	2	1%	3%	9%[57.1 µM]	0.1
O=c1[nH]c(C2CCN(S(=O)(=O)c3ccccc3)CC2)nc2c1nnn2Cc1c(F)cccc1Cl	-1.4	26%	-10	-11%	4	0%	22%	10%	0.3
Cc1cnc(C(=O)Nc2ccc(N3CCOCC3)cc2)cn1	0.9	-6%	3	-11%	0	6%	-2%	0%	0.6
CC(C)CC(CO)N1CCN(C(=O)c2ccc(Cl)cc2Cl)CCC1=O (stereo not drawn)	1.2	-10%[57.1 µM]	-1	-14%	-2	-2%	8%	-5%[57.1 µM]	0.4
COC(=O)C(Cc1ccc(O)cc1)NC(=O)C(C)NC(=O)c1ccc(C(C)(C)C)cc1 (stereo not drawn)	0.2	17%	-4	7%	5	-3%	-4%	-1%	-0.2
O=C(CCN1C(=O)c2ccncc2C1=O)NCc1ccc(Cl)cc1	0.6	1%[57.1 µM]	12	-19%	2	-4%	-1%	3%[57.1 µM]	-0.4
O=C(CSc1nnc(-c2ccccc2Cl)o1)N1CCOCC1	1.9	-11%	4	-27%	-1	1%	-2%	5%	-0.1
O=C(CN1C(=O)NC2(CCCCCCC2)C1=O)NCc1ccccc1	·	11%	·	-9%	·	-9%	0%	-1%	·
COc1ccc2c(c1)CCC/C2=N\NC(=O)c1ccoc1C	-3.2	1%	38*	-5%	4	2%	1%	-1%	0.2
O=C(c1ccc(NS(=O)(=O)c2ccccc2)cc1)N1CCOCC1	0.2	7%[57.1 µM]	14	-2%	5	-2%	-13%	4%[57.1 µM]	-0.4
OCCc1c[nH]c2ccc(OCc3ccccc3)cc12	0.5	19%	-2	-12%	-1	-6%	0%	-2%	0.2
O=C(O)c1ccccc1-c1nc2ccccc2n1-c1ccccc1	-0.1	11%	-11	0%	-15	-2%	-1%	1%	0.4
NNC(=O)c1[nH]c2ccc(Cl)cc2c1-c1ccccc1	2.5	10%[57.1 µM]	-6	-20%	4	-28%	-4%	3%[57.1 µM]	2.9
COc1cc(C(=S)NCc2ccccc2)cc(Br)c1O	0.3	-13%[57.1 µM]	-8	-24%	-1	0%	-5%	3%[57.1 µM]	-0.9
CCC(=O)c1ccc(N2CCN(C(=O)c3cccs3)CC2)c(F)c1	-1.3	20%	13	-7%	-2	1%	8%	-7%	-0.1
Cc1cc(C)nc(NS(=O)(=O)c2ccc(NC(=O)C3COc4ccccc4O3)cc2)n1 (stereo not drawn)	-1.1	-35%	-25	-3%	2	-10%	-13%	?	-1.1
CN(C)/C=N/c1sc2c(c1C(N)=O)CCCC2	·	?	·	-11%	-1	1%	1%	3%[57.1 µM]	-0.5
Cc1[nH]nc2ncc(C(=O)c3cc(F)ccc3O)cc12	·	-2%	·	-22%	9	-1%	11%	-5%	-1.3
CCn1ncc(Br)c1C(=O)Nc1cc(C)on1	1.0	17%	4	-11%	15	8%	-2%	6%	-0.1
CC1CCN(C(=O)CSc2nc3ccccc3s2)CC1	-1.4	-15%	-7	-15%	-5	-1%	9%	1%	0.0
Cc1[nH]n(-c2cccc(Cl)c2)c(=O)c1C=NCC(C)C	-0.2	10%[57.1 µM]	2	-8%	20	8%	-1%	-4%	-0.9
Cc1cc(C)cc(Oc2cc(NC(=O)c3cn(C)nc3C)cc([N+](=O)[O-])c2)c1	·	32%	·	2%	3	1%	8%	5%	-0.3
Cc1c(C(=O)Nc2cc(S(=O)(=O)N3CCOCC3)ccc2N2CCOCC2)oc2ccccc12	1.3	39%[activator]	-7	-21%	-1	-4%	15%	17%	0.3
CCc1cc2cc3c(cc2nc1SCC(=O)Nc1nccs1)OCO3	-0.1	12%	-13	-7%	3	6%	4%	7%	0.5
C/C(=N\NC(=O)CSc1nc2ccccc2o1)c1ccc(O)cc1	0.0	35%[57.1 µM]	8	-8%	-1	11%	-1%	9%[57.1 µM]	-0.2

A portion taken from the entries so far:
SMILES	D2 agonist	rTrxR1 inhibitor	D2 antag	USP1-UAF1 inh	TRHR enhancer	IDH1 R132H inh	Pin1 inhibitor	TrxR1 substrate	TRHR ag
O=C(O)c1ccccc1-c1nc2ccccc2n1-c1ccccc1	-0.1	11%	-11	0%	-15	-2%	-1%	1%	0.4
NNC(=O)c1[nH]c2ccc(Cl)cc2c1-c1ccccc1	2.5	10%[57.1 µM]	-6	-20%	4	-28%	-4%	3%[57.1 µM]	2.9
COc1cc(C(=S)NCc2ccccc2)cc(Br)c1O	0.3	-13%[57.1 µM]	-8	-24%	-1	0%	-5%	3%[57.1 µM]	-0.9
CCC(=O)c1ccc(N2CCN(C(=O)c3cccs3)CC2)c(F)c1	-1.3	20%	13	-7%	-2	1%	8%	-7%	-0.1
Cc1cc(C)nc(NS(=O)(=O)c2ccc(NC(=O)C3COc4ccccc4O3)cc2)n1 (stereo not drawn)	-1.1	-35%	-25	-3%	2	-10%	-13%	?	-1.1
CN(C)/C=N/c1sc2c(c1C(N)=O)CCCC2	·	?	·	-11%	-1	1%	1%	3%[57.1 µM]	-0.5
Cc1[nH]nc2ncc(C(=O)c3cc(F)ccc3O)cc12	·	-2%	·	-22%	9	-1%	11%	-5%	-1.3
CCn1ncc(Br)c1C(=O)Nc1cc(C)on1	1.0	17%	4	-11%	15	8%	-2%	6%	-0.1
CC1CCN(C(=O)CSc2nc3ccccc3s2)CC1	-1.4	-15%	-7	-15%	-5	-1%	9%	1%	0.0
Cc1[nH]n(-c2cccc(Cl)c2)c(=O)c1C=NCC(C)C	-0.2	10%[57.1 µM]	2	-8%	20	8%	-1%	-4%	-0.9
Cc1cc(C)cc(Oc2cc(NC(=O)c3cn(C)nc3C)cc([N+](=O)[O-])c2)c1	·	32%	·	2%	3	1%	8%	5%	-0.3

(further entries)
SMILES	D2 agonist	rTrxR1 inhibitor	D2 antag	USP1-UAF1 inh	TRHR enhancer	IDH1 R132H inh	Pin1 inhibitor	TrxR1 substrate	TRHR ag
O=C(c1cnc2n(c1=O)CCS2)N1CCN(c2ccccc2F)CC1	·	22%[57.1 µM]	·	-6%	0	-7%	7%	3%[57.1 µM]	0.8
C=CCNC(=O)C1CC2c3ccccc3C1c1ccccc12 (stereo not drawn)	·	10%[57.1 µM]	·	-6%	·	3%	2%	-21%[57.1 µM]	·
Cc1ccc(S(=O)(=O)Nc2c(NC3CCCCC3)c3ccccc3oc2=O)cc1C	0.1	21%	-4	-24%	-6	-9%	?	4%	1.0
O=C(Nc1ccc(O)cc1)c1cc2n(n1)C(C(F)(F)F)CC(c1ccco1)N2 (stereo not drawn)	1.2	-3%	-14	-14%	2	7%	5%	-2%	4.1
CCOc1ccccc1N/C=C(\C#N)c1nc2ccccc2n1C	1.0	-8%	26	-11%	-15	1%	1%	-4%	0.9
CCc1ccccc1NC(=O)CCN1C(=O)c2ccccc2C1=O	0.6	12%[57.1 µM]	-22	1%	-3	5%	6%	11%[57.1 µM]	0.3
CCc1ccc(C2NC(=S)NC3=C2C(=O)CCC3)cc1 (stereo not drawn)	1.2	1%[57.1 µM]	9	-10%	-1	3%	4%	-22%	0.7
Oc1c(CN2CCN(c3ccc(F)cc3)CC2)cc(Cl)c2cccnc12	0.6	22%	49*	-15%	-4	-11%	-2%	-1%	0.9
